Bfl-1 Bim block – inhibitors of Bim binding to Bfl-1, primary screen, biochemical, multiplexed, bead-based flow cytometry; Bcl-2-related protein A1 (Homo sapiens), Q16548; Bim-Bfl-1 binding inhibition; inhibition, % at 10 µM; 190,000 tested, 0.12% active; AID 1008, 2008;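 further: 0% = wells without compound plus tracer and 100% = blocker peptide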
Bcl-2 Bim block – inhibitors of Bim-Bcl-2 binding, primary screen, biochemical, multiplexed, human Bcl-2 family. Bead-based flow cytometry, Bim peptide-Bcl-2 binding. Apoptosis regulator Bcl-2 (Homo sapiens), P10415. inhibition, % at 10 µM. AID 950, 2007. 190,000 tested, 0.06% active; in the data active means inhibition above about 40%;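 further: 0% = no compound wells with probe peptide and 100% = reference peptide inhibitor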
ABCG2 block – ABCG2 efflux pump inhibitors, primary screen, multiplex with ABCB1, IgMXP3 cells, flow cytometry; Broad substrate specificity ATP-binding cassette transporter ABCG2 (Homo sapiens), Q9UNQ0; JC-1 efflux; inhibition, % at 6.6 µM; 190,000 tested, 0.1% active; AID 1325, 2008;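 active means inhibition above 80%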;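 further: 0% = DMSO and 100% = nicardipine control wells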
Target sequence (Q9UNQ0 whole entry, looked up): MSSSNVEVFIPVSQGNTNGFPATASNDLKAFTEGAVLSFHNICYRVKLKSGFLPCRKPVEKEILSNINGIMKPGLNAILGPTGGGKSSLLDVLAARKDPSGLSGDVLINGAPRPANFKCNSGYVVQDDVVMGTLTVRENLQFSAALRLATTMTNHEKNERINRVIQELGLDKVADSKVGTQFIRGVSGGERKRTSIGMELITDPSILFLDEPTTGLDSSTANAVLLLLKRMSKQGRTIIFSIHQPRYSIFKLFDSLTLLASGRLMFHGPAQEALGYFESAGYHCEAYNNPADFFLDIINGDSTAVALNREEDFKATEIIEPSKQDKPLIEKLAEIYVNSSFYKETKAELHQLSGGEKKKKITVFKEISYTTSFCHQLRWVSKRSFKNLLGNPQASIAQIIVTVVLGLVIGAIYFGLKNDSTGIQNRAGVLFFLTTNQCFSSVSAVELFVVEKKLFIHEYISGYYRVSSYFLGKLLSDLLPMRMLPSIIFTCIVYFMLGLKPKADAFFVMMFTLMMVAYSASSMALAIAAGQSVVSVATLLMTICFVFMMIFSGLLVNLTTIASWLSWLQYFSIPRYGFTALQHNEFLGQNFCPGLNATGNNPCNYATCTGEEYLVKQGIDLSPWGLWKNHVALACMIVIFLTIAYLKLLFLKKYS
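Test system: IgMXP3 cells (ABCG2) mixed with DDAO far-red-labelled CCRF-Adr cells (ABCB1). Reagent: JC-1 transporter substrate. Compound dosing: single test compound dose, 6.6 µM final. Times: 10 min compound exposure, 25 °C. Detection: flow cytometry of retained JC-1 fluorescence. Read-out basis: efflux inhibition in percent versus controls. Controls: nicardipine and DMSO wells.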
Bcl-W Bim block – inhibitors of Bim binding to Bcl-W, primary screen, biochemical, multiplexed, bead-based flow cytometry. Bim peptide-Bcl-W binding. AID 952, 2007. Bcl-2-like protein 2 (Homo sapiens), Q92843. 190,000 tested, 0.02% active. inhibition, % at 10 µM;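 further: 0% = bound tracer without compound and 100% = peptide blocker; higher means less fluorescent Bim peptide bound to Bcl-W beads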
Target sequence (Q92843 whole entry, looked up): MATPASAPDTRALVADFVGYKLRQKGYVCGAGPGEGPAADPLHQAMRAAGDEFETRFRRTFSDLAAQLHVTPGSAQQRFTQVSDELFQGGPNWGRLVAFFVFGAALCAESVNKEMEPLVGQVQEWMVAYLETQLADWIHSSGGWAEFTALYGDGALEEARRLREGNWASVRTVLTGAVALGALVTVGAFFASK
GSH fluor – compound fluorescence on glutathione beads, profiling panel, artefact control, biophysical, 488/530 nm, flow cytometry; GSH beads flow cytometry, compound fluorescence 488/530 nm; stronger effect = higher value; 190,000 tested, 0.25% active; fluorescence (KMESF) at 10 µM; AID 1776, 2009; in the data active means fluorescence above about 89;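 further: glutathione beads carrying GST-tagged Bcl family fusion proteins plus one bare bead set; values are compound well signal with DMSO vehicle wells as background; inactives centre near 16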
RGS8-Gao reg – RGS8-Galphao binding modulators, primary screen, biochemical, multiplexed bead flow cytometry. response (percent of control binding), % at 10 µM. 220,000 tested, 0.34% active. AID 1423, 2008. actives lie on both sides; in the data active means response below about 60% or above about 140%; inactive means in between;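 further: Galphao activated as the GDP aluminium fluoride complex binding bead-coupled RGS8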
RGS4-Gao reg – modulators of RGS4 binding to Galphao, primary screen, biochemical, multiplexed bead flow cytometry | actives lie on both sides | Guanine nucleotide-binding protein G(o) subunit alpha (Homo sapiens), P09471 | 220,000 tested, 0.33% active | binding response (% of control), % at 10 µM; in the data active means binding response below about 49% or above about 150%; inactive means in between;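 further: fluorescent Galphao activated with aluminum fluoride binding bead-coupled RGS4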
Bim-Bcl-B – inhibitors of Bim-Bcl-B binding, primary screen, biochemical, multiplexed, human Bcl-2 family; inhibition, % at 10 µM; AID 951, 2007; 190,000 tested, 0.073% active; bead-based flow cytometry, Bim peptide-Bcl-B binding; Bcl-2-like protein 10 (Homo sapiens), Q9HD36;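 further: 0% = tracer peptide without compound and 100% = reference inhibitor peptide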
Target sequence (Q9HD36 whole entry, looked up): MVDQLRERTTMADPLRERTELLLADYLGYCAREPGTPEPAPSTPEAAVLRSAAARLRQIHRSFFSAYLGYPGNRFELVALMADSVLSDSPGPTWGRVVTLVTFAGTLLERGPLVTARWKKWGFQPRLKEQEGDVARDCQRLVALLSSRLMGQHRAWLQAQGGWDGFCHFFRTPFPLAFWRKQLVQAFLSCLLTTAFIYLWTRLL
RGS7-Gao – RGS7-Galphao binding modulators, primary screen, biochemical, multiplexed bead flow cytometry; Guanine nucleotide-binding protein G(o) subunit alpha (Homo sapiens), P09471; actives lie on both sides; 220,000 tested, 0.35% active; binding response (% of control), % at 10 µM; in the data active means binding response below about 49% or above about 150%;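 further: fluorescent Galphao held in activated GDP-AlF4 state binding bead-coupled RGS7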
ABCB1 inh – ABCB1 efflux pump inhibitors, primary screen, cell-based, multiplex, flow cytometry, ABCG2 counter-screen; 190,000 tested, 0.067% active; inhibition, % at 6.6 µM; CCRF-Adr cells, JC-1 efflux; in the data active means inhibition above about 40%;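 further: 0% = vehicle and 100% = reference inhibitor; higher value means more JC-1 retained so stronger ABCB1 efflux block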
Bcl-XL Bim block – inhibitors of Bim-Bcl-XL binding, primary screen, biochemical, multiplexed, bead flow cytometry, human Bcl-XL; AID 1007, 2008; inhibition, % at 10 µM; Bcl-2-like protein 1 (Homo sapiens), Q07817; 190,000 tested, 0.04% active; Bim peptide-Bcl-XL binding, fluorescence
The depositor's hits bear a star. Unless noted, no stated cut-off is given here; in the data, active means inhibition above about 40%.

COc1ccccc1NCc1nnc(SCC(=O)N/N=C/c2ccco2)n1-c1ccc(Cl)cc1Cl was read as Bfl-1 Bim block -9.0, Bcl-2 Bim block -2.0, ABCG2 block 1.2, Bcl-W Bim block 2.0, GSH fluor 24, RGS8-Gao reg 100.5, RGS4-Gao reg 99.6, Bim-Bcl-B -6.0, RGS7-Gao 99.5, ABCB1 inh 0.2 and Bcl-XL Bim block -2.0.
For N#Cc1ccccc1NC(=O)CNc1ccc(Cl)c(C(F)(F)F)c1 the results were Bfl-1 Bim block -1.0, Bcl-2 Bim block -3.0, ABCG2 block 28.5, Bcl-W Bim block -7.0, GSH fluor 13, RGS8-Gao reg 114.2, RGS4-Gao reg 106.3, Bim-Bcl-B -3.0, RGS7-Gao 106.7, ABCB1 inh 0.9 and Bcl-XL Bim block -9.0.
`COc1cccc(C(=O)O/N=C(\N)c2ccncc2)c1` gave Bfl-1 Bim block -1.0, Bcl-2 Bim block -2.0, ABCG2 block 0.2, Bcl-W Bim block -7.0, GSH fluor 15, RGS8-Gao reg 105.0, RGS4-Gao reg 100.1, Bim-Bcl-B -6.0, RGS7-Gao 100.3, ABCB1 inh 0.1 and Bcl-XL Bim block -4.0.
`COC(=O)c1cc(NC(=O)CC2C(=O)NCCN2C(=O)c2ccccc2)cc(C(=O)OC)c1` (configuration not stated) gave Bfl-1 Bim block -14.0, Bcl-2 Bim block -6.0, ABCG2 block 10.6, Bcl-W Bim block -1.0, GSH fluor 23, RGS8-Gao reg 100.4, RGS4-Gao reg 100.8, Bim-Bcl-B -8.0, RGS7-Gao 100.0, ABCB1 inh 0.3 and Bcl-XL Bim block -4.0.
Screening O=C(O)c1cc(O)ccc1-c1ccc(O)cc1 returned Bfl-1 Bim block -1.0, Bcl-2 Bim block -3.0, ABCG2 block 2.5, Bcl-W Bim block 0.0, GSH fluor 30, RGS8-Gao reg 92.4, RGS4-Gao reg 99.9, Bim-Bcl-B 0.0, RGS7-Gao 95.9, ABCB1 inh 0.3 and Bcl-XL Bim block -3.0.
For CCNC(=S)N/N=C/c1sc(N2CCCCC2)nc1-c1cccs1 the results were Bfl-1 Bim block 0.0, Bcl-2 Bim block 3.0, ABCG2 block -9.9, Bcl-W Bim block -3.0, GSH fluor 10, RGS8-Gao reg 99.1, RGS4-Gao reg 99.7, Bim-Bcl-B -4.0, RGS7-Gao 98.2, ABCB1 inh -4.5 and Bcl-XL Bim block -2.0.
CCCCn1nc2cc(C(=O)NCc3ccc(OC)cc3)ccc2c1OCC was read as Bfl-1 Bim block -3.0, Bcl-2 Bim block -4.0, ABCG2 block 3.0, Bcl-W Bim block -3.0, GSH fluor 17, RGS8-Gao reg 96.1, RGS4-Gao reg 98.0, Bim-Bcl-B -2.0, RGS7-Gao 95.1, ABCB1 inh 0.1 and Bcl-XL Bim block -2.0.
COc1cccc(NC(=S)N(Cc2ccc(C(=O)O)cc2)Cc2ccc(OC)c(OC)c2)c1 was read as Bfl-1 Bim block 1.0, Bcl-2 Bim block -6.0, ABCG2 block 2.2, Bcl-W Bim block -3.0, GSH fluor 17, RGS8-Gao reg 99.5, RGS4-Gao reg 101.7, Bim-Bcl-B -2.0, RGS7-Gao 102.1, ABCB1 inh 0.2 and Bcl-XL Bim block -4.0.
CCCCCCC1CCC(C(=O)NC(CCSC)C(=O)NC(C(=O)OC)C(C)C)CC1 (configuration not stated) was read as Bfl-1 Bim block 0.0, Bcl-2 Bim block 5.0, ABCG2 block 1.2, Bcl-W Bim block 0.0, GSH fluor 13, RGS8-Gao reg 110.2, RGS4-Gao reg 106.6, Bim-Bcl-B 3.0, RGS7-Gao 107.5, ABCB1 inh 0.7 and Bcl-XL Bim block -4.0.
COC(=O)c1ccc(CSc2nnnn2-c2ccc(C)cc2C)o1 was read as Bfl-1 Bim block 0.0, Bcl-2 Bim block 0.0, ABCG2 block 0.5, Bcl-W Bim block 3.0, GSH fluor 5, RGS8-Gao reg 99.4, RGS4-Gao reg 102.2, Bim-Bcl-B -1.0, RGS7-Gao 99.2, ABCB1 inh 0.0 and Bcl-XL Bim block -3.0.
Cc1cc(-c2n[nH]c(=S)n2CC(C)C)cs1 was read as Bfl-1 Bim block -8.0, Bcl-2 Bim block -6.0, ABCG2 block 5.4, Bcl-W Bim block -7.0, GSH fluor 18, RGS8-Gao reg 101.4, RGS4-Gao reg 105.2, Bim-Bcl-B -22.0, RGS7-Gao 105.4, ABCB1 inh 0.7 and Bcl-XL Bim block -11.0.
For COc1ccc(-n2c(CNC(=O)c3cccs3)n[nH]c2=S)cc1 the results were Bfl-1 Bim block -1.0, Bcl-2 Bim block -6.0, ABCG2 block 0.0, Bcl-W Bim block 3.0, GSH fluor 13, RGS8-Gao reg 98.6, RGS4-Gao reg 99.9, Bim-Bcl-B -18.0, RGS7-Gao 103.5, ABCB1 inh 0.3 and Bcl-XL Bim block -3.0.
Screening O=S(=O)(NCCCc1ccccc1)c1ccc(Cl)cc1 returned Bfl-1 Bim block -9.0, Bcl-2 Bim block -12.0, ABCG2 block 0.2, Bcl-W Bim block -10.0, GSH fluor 17, RGS8-Gao reg 102.3, RGS4-Gao reg 101.1, Bim-Bcl-B -38.0, RGS7-Gao 103.2, ABCB1 inh 0.1 and Bcl-XL Bim block -17.0.
COc1cc(S(=O)(=O)n2nc(C)cc2C)c(OC)cc1Cl was read as Bfl-1 Bim block -15.0, Bcl-2 Bim block -10.0, ABCG2 block 21.3, Bcl-W Bim block -4.0, GSH fluor 25, RGS8-Gao reg 98.9, RGS4-Gao reg 100.5, Bim-Bcl-B -11.0, RGS7-Gao 103.1, ABCB1 inh 2.7 and Bcl-XL Bim block -10.0.
For Cc1ccc(S(=O)(=O)NC2c3cccc4cccc(c34)C2Sc2ncccn2)cc1 (configuration not stated) the results were Bfl-1 Bim block 0.0, Bcl-2 Bim block -2.0, ABCG2 block 1.2, Bcl-W Bim block -2.0, GSH fluor 12, RGS8-Gao reg 105.2, RGS4-Gao reg 98.1, Bim-Bcl-B -6.0, RGS7-Gao 96.3, ABCB1 inh 0.3 and Bcl-XL Bim block -3.0.
`CN(C)c1ncc(C2=C(Cl)C(=O)C(N3CCCC3)=C(Cl)C2=O)s1` gave Bfl-1 Bim block 92.0*, Bcl-2 Bim block 70.0*, ABCG2 block -0.9, Bcl-W Bim block 83.0*, GSH fluor 3, RGS8-Gao reg 46.9*, RGS4-Gao reg 67.0, Bim-Bcl-B 46.0*, RGS7-Gao 41.1*, ABCB1 inh 0.0 and Bcl-XL Bim block 48.0*.
`NC(N)=N/N=C/c1ccc(OCc2ccccc2Cl)cc1` gave Bfl-1 Bim block 4.0, Bcl-2 Bim block 4.0, ABCG2 block 1.9, Bcl-W Bim block 0.0, GSH fluor 9, RGS8-Gao reg 116.1, RGS4-Gao reg 122.7, Bim-Bcl-B 1.0, RGS7-Gao 116.6, ABCB1 inh 0.3 and Bcl-XL Bim block 1.0.
`COc1ccc(C(=O)C2CCN(S(=O)(=O)c3ccc4c(c3)OCCO4)CC2)cc1` gave Bfl-1 Bim block -8.0, Bcl-2 Bim block -12.0, ABCG2 block 1.0, Bcl-W Bim block 3.0, GSH fluor 25, RGS8-Gao reg 100.9, RGS4-Gao reg 97.5, Bim-Bcl-B -12.0, RGS7-Gao 99.5, ABCB1 inh -1.7 and Bcl-XL Bim block -4.0.
Screening CCS(=O)(=O)N1CCC(C(=O)NCCc2ccc(C)cc2)CC1 returned Bfl-1 Bim block -11.0, Bcl-2 Bim block -3.0, ABCG2 block 6.3, Bcl-W Bim block 7.0, GSH fluor 54, RGS8-Gao reg 100.7, RGS4-Gao reg 101.2, Bim-Bcl-B 0.0, RGS7-Gao 104.5, ABCB1 inh 1.4 and Bcl-XL Bim block -7.0.
Screening COc1ccc(CNC(=O)CN(Cc2ccc(Cl)cc2)S(=O)(=O)c2ccccc2)cc1 returned Bfl-1 Bim block 0.0, Bcl-2 Bim block -2.0, ABCG2 block 26.9, Bcl-W Bim block -1.0, GSH fluor 47, RGS8-Gao reg 113.2, RGS4-Gao reg 106.6, Bim-Bcl-B -2.0, RGS7-Gao 101.6, ABCB1 inh 35.4 and Bcl-XL Bim block -10.0.
CCOC(=O)N1CCC(NC(=O)CCN2C(=O)COc3ccccc32)CC1 was read as Bfl-1 Bim block -8.0, Bcl-2 Bim block -1.0, ABCG2 block 0.5, Bcl-W Bim block 2.0, GSH fluor 20, RGS8-Gao reg 101.9, RGS4-Gao reg 98.1, Bim-Bcl-B -3.0, RGS7-Gao 97.4, ABCB1 inh 0.3 and Bcl-XL Bim block -1.0.

An excerpt from above in order of SMILES length, smallest number first.
Screening CCS(=O)(=O)N1CCC(C(=O)NCCc2ccc(C)cc2)CC1 returned Bfl-1 Bim block -11.0, Bcl-2 Bim block -3.0, ABCG2 block 6.3, Bcl-W Bim block 7.0, GSH fluor 54, RGS8-Gao reg 100.7, RGS4-Gao reg 101.2, Bim-Bcl-B 0.0, RGS7-Gao 104.5, ABCB1 inh 1.4 and Bcl-XL Bim block -7.0.
CCCCCCC1CCC(C(=O)NC(CCSC)C(=O)NC(C(=O)OC)C(C)C)CC1 (configuration not stated) was read as Bfl-1 Bim block 0.0, Bcl-2 Bim block 5.0, ABCG2 block 1.2, Bcl-W Bim block 0.0, GSH fluor 13, RGS8-Gao reg 110.2, RGS4-Gao reg 106.6, Bim-Bcl-B 3.0, RGS7-Gao 107.5, ABCB1 inh 0.7 and Bcl-XL Bim block -4.0.
Screening COc1ccc(CNC(=O)CN(Cc2ccc(Cl)cc2)S(=O)(=O)c2ccccc2)cc1 returned Bfl-1 Bim block 0.0, Bcl-2 Bim block -2.0, ABCG2 block 26.9, Bcl-W Bim block -1.0, GSH fluor 47, RGS8-Gao reg 113.2, RGS4-Gao reg 106.6, Bim-Bcl-B -2.0, RGS7-Gao 101.6, ABCB1 inh 35.4 and Bcl-XL Bim block -10.0.

Assay outcomes: PubChem, NMMLSC
